Compound activity deposited in PubChem by National Center for Advancing Translational Sciences (NCATS).
12-LOX inh – ALOX12 (human) lipoxygenase inhibition; purified 12hLO, xylenol orange hydroperoxide absorbance; Potency, µM (top dose mostly 108 µM), inactives show at the top dose activity change, negative = inhibition, hits mostly inhibitors; hit rate 1.1% among 580,000; AID 1671190; active = well fitted inhibition curve with a large enough effect; inconclusive = small, poorly fitted or top-dose-only effect, or another doubt; inactive = no such curve, though single readings can be large or run the other way
Target sequence (P18054 whole entry, looked up): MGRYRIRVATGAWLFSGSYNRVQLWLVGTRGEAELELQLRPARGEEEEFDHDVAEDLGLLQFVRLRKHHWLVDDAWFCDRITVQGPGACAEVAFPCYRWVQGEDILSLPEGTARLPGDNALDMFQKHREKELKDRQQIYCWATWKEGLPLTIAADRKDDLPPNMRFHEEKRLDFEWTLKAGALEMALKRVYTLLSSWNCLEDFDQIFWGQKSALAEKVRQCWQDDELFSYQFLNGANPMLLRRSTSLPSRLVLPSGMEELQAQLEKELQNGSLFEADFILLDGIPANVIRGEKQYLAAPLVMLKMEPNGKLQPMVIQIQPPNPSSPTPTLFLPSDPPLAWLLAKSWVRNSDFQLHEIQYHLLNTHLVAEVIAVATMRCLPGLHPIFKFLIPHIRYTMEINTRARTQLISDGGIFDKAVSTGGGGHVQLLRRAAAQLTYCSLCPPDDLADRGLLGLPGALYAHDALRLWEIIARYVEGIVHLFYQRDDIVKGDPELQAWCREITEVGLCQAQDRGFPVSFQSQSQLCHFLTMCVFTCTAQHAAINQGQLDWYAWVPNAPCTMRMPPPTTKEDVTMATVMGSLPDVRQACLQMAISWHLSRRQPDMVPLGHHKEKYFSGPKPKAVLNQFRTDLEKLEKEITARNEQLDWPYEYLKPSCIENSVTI
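Purified human 12hLO at 150 nM in 25 mM Hepes, 0.01% Triton X-100, pH 7.0, preincubated 15 min at room temperature with compound. Reaction started with 40 uM arachidonic acid, 30 min at room temperature. Hydroperoxide measured by Fe-xylenol orange, 573/405 nm absorbance ratio.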
Numbers without * were called inactive; ? = inconclusive; [ ] = remark or other dose. % is set by controls: 0 for no effect and ±100 for the full control effect; potency is the fitted concentration of half-maximal effect. An excerpt. The share of hits here may be higher or lower than overall.

SMILES | 12-LOX inh
Cc1cc(CNC(=O)[C@@H]2CCC[C@@H](NCc3cccnc3)CN(C)C(=O)C2)no1 | -9%[176 µM]
CC1CCC2(CC1)NC(=O)N(CC(=O)NCc1ccccc1Cl)C2=O (stereo not drawn) | 12%
CN(Cc1ccc(F)cc1)Cc1ccccc1OCC(O)CN1CCCCC1 (stereo not drawn) | 20%
CCN(Cc1ccccc1)C(=O)c1cc(-c2ccncc2)cn1Cc1ccc(C)cc1 | ?
O=C(CSc1nncn1-c1ccccc1)Nc1cccc(S(=O)(=O)N2CCCC2)c1 | 3%
O=C(C(=O)N1CCC(CNS(=O)(=O)Cc2ccccc2)CC1)c1cccs1 | -6%
CN1CC(=O)N(C2CCNCC2)Cc2c(NC3CCCCC3)ncnc21 | ?
O=C(O)c1cccnc1Sc1ccccc1F | 4%
Cc1cccc(C(=O)NC2CCN(c3cc(-c4cccs4)[nH]n3)C2)c1 (stereo not drawn) | 41%[activator]
CCCCCCCCNS(=O)(=O)/C=C/c1cc(C)ccc1CNC(=O)OC(C)(C)C | ?
CN(Cc1cccc2cnccc12)C(=O)c1cc(COc2ccccc2F)[nH]n1 | 139%[activator]
COc1ccc(CC(=O)NCc2cccc(C(F)(F)F)c2)cc1 | -3%
CC(C)c1ccccc1NC(=O)COC(=O)c1cc(=O)c2ccccc2o1 | 39%
CC(C)(C)c1ccc(C(=O)C(=O)N(Cc2cccs2)C2CC2)cc1 | 7%
CC(=O)N1CCC(NC[C@@H]2C=C(C)[C@H](Cc3nc4ccccc4[nH]3)C[C@H]2C(C)C)CC1 | 77%[activator][176 µM]
COCCNC(=S)N(C)[C@H]1C[C@H]2c3[nH]c4c(-c5cccc(C)c5)cccc4c3CCN2C[C@H]1[C@H](C)O | 21%
Cn1cc(CN2C[C@@H]3C[C@H](C2)c2ccc(NC(=O)COc4ccccc4)c(=O)n2C3)c2ccccc21 | 1%
CC(C)NC(=O)N(C1CC1)C1CCOC2(CCN(C(=O)c3cc4ccccc4[nH]3)CC2)C1 (stereo not drawn) | -1%
O=[S+]1([O-])NCC2(CCN(Cc3ccccn3)CC2)Oc2ncccc21 | -3%[6.33 µM]
O=C(c1ccccc1)N1CCC2(CC1)SCC(=O)N2c1ccccc1 | 74%[activator]
COc1ccccc1C1CC(=O)N(c2ccc(C)cc2)C2=C1C(=O)OC2 (stereo not drawn) | 19%
Clc1ccc(C2CC(c3ccc(Br)cc3)=NO2)cc1 (stereo not drawn) | -11%
CCOc1ccc(S(=O)(=O)Nc2nc3ccccc3nc2N2CCC(O)CC2)cc1 | 0%
Cc1oc(-c2ccccc2)nc1CN1CCCC1c1nnc2ccccn12 (stereo not drawn) | 18%
CCC1=C(C(=O)OC)C(c2ccccc2C)N2C(CC(=O)NC3CC3)=CSC2=N1 (stereo not drawn) | 58%[activator]
CC(=O)C1=C(C)N(C2CCCCC2)C(=O)C1(NC(=O)C1CCCCC1)C(F)(F)F (stereo not drawn) | 13%
NC(=O)[C@@H]1C[C@H](Oc2cccnc2)CN1C(=O)c1ccc2ccccc2n1 | 16%
CCCN1CCC(N2CCC(C(=O)Nc3cccc(-c4cccc(F)c4)c3)CC2)CC1 | 15%
CCN(C(=O)CCNC(=O)c1cccc(C)c1)C12CC3CC(CC(C3)C1)C2 | -39%
CCCc1cnc(C)nc1N1CCC(c2nnc(CN(C)C)n2CC)CC1 | 51%[activator]
CC(C)NC(=O)N1CCCC(c2nc(C(C)C)no2)CCNC(=O)CC1 (stereo not drawn) | 7%
CC(C)c1nncn1C1CCN(S(=O)(=O)c2ccc(C(F)(F)F)cc2)CC1 | 29%
CC(C)CCCC(C)CCO (stereo not drawn) | 6%[176 µM]
COCCNC(=O)c1ccc2c(c1)N(C)C(CC(=O)NCc1ccccn1)CO2 (stereo not drawn) | 49%[activator]
Cc1ccc(C2Cn3nnc(C(=O)N4CCC(C(=O)NC5CCc6ccccc65)CC4)c3CO2)cc1 (stereo not drawn) | 7%
CCC1c2ccsc2CCN1C(=O)C1CCN(S(=O)(=O)c2ccc(C)c(C)c2)CC1 (stereo not drawn) | -2%
O=C(c1cc(F)ccc1F)N1CCC[C@H]1c1nc(-c2ccc(F)cc2)no1 | 7%
CC(C)CN1C(=O)CO[C@H](c2ccc(NC(=O)C3CCCC3)cc2)[C@H]1CO | 19%[176 µM]
Cn1cc(-c2cc(=O)c3ccnc(NCc4ccc5c(c4)OCO5)c3o2)cn1 | -29%[176 µM]
Cc1nc2ccc(C(=O)Oc3cccc4cccnc34)cc2nc1C | -22%
CC(C(=O)c1c[nH]c2ccccc12)N1CCC(C(N)=O)CC1 (stereo not drawn) | 3%
CCCN(C)C(=O)C1CCCN(c2cn[nH]c(=O)c2)C1 (stereo not drawn) | 10%
COCC1CN(C)CC12CCN(C(=O)CCc1ccccc1OC)CC2 (stereo not drawn) | 57%[activator]
COc1ccc(CNC(=O)c2cc3cc(C)ccc3[nH]2)cc1 | -30%
O=[S+]1([O-])NCC2(CCN(Cc3ccccc3)C2)Nc2ccccc21 (stereo not drawn) | 50%[activator]
CNC(=O)CN(Cc1ccccc1F)S(=O)(=O)c1ccc(C)cc1 | -1%
O=C(c1ccccc1F)N1CCC(n2cc(-c3nc(-c4ccccc4)no3)nn2)CC1 | 13%
CC(CNC(=O)c1cc2ccccc2o1)N1CCCC1 (stereo not drawn) | ?
Cc1cc(OCc2n[nH]c(=S)n2C)cc(C)c1Cl | ?
CC(NC(=O)CN1CCN(S(=O)(=O)c2ccc3ccccc3c2)CC1)c1cccs1 (stereo not drawn) | 2%
Oc1ccccc1CN1CCC(O)(c2csc(CN3CCN(c4ccccn4)CC3)n2)CC1 | 1%
CCc1cccc2c(C(CC(=O)NCc3ccco3)c3ccc(C)cc3)c[nH]c12 (stereo not drawn) | ?
CN1CC(=O)N(C2CCCNC2)Cc2c1ncnc2N1CCc2ccccc2C1 (stereo not drawn) | ?
CSc1ccc(CNC(=O)c2cccc(-c3ccc(S(=O)(=O)N4CCCCC4)cc3)c2)cc1 | ?
Cc1cccc(NC(=S)NCCc2ccccc2)c1 | ?
Cc1ccc(C(=O)c2ccccc2C(=O)OCCOc2ccc(Cl)cc2Cl)cc1 | -5%
N#Cc1cccc(CN2CCC3(CC2)CN(c2ncccn2)CC3CO)c1 (stereo not drawn) | 26%
Cc1ccc(-c2cc(C(=O)NC3CCCCC3)c3ccccc3n2)cc1 | 7%
CN(C)CCN(C)[C@@H]1[C@H](O)[C@H](CO)O[C@@H]1CNC1CCOCC1 | 38%[activator][176 µM]
COc1cccc(C(=O)c2sc(Nc3ccc(F)cc3)nc2N)c1 | ?

(next part)
SMILES | 12-LOX inh
O=C(Cc1cccc(F)c1)N1CCN(C(=O)N2CC3CC(C2)[C@H]2CCCC(=O)N2C3)CC1 (stereo partly drawn) | 36%[activator]
CC1(C)CC(=O)C2=C(C1)OC(N)=C(C#N)C2c1ccc(Br)cc1 (stereo not drawn) | ?
CC1CCCC(NC(=O)c2cc(-c3ccccc3)nc3ccccc23)C1C (stereo not drawn) | -12%
Brc1ccc(-c2ccnc3nc(-c4cccs4)nn23)cc1 | 22%
COc1ccc2c(c1)c(C(C(=O)O)N1CCN(C(C)=O)CC1)cn2CC(=O)O (stereo not drawn) | ?
CCCn1c(=O)n(CC(=O)Nc2cccc(OC)c2)c(=O)c2c1nc(C)n2CCOC | 21%
COc1ccc(CN2CCOC[C@H]2c2ncc(C(C)(C)C)[nH]2)cc1 | 21%[176 µM]
COc1cc(OC)cc(C(=O)N2CCC(c3n[nH]c(=O)n3-c3ccccc3)CC2)c1 | 3%
CCN(CC)C(=O)[C@@H]1CCCN1[C@@H](C(=O)NC)C1CC1 | -2%[176 µM]
CC(=O)N1CCC2(CC1)CN([S+](C)(=O)[O-])Cc1ccccc1O2 | 14%[6.33 µM]
CC(=O)N1CC2(CCCCN2Cc2cccc(C(N)=O)c2)Cc2ccccc21 (stereo not drawn) | 3%[6.33 µM]
CCN1CCN(C(=O)C2CCN(c3cnn(CCOC)c(=O)c3)C2)CC1 (stereo not drawn) | 14%
COC[C@@H]1CN(C(=O)c2ccco2)C[C@H]1c1ccccn1 | 18%
CC(C)(C)CC(C)(C)NC(=O)C1CNC(=O)C1 (stereo not drawn) | 14%
CC(=O)Nc1ccc(NC(=O)CCCN(c2ccc(Cl)cc2)S(C)(=O)=O)cc1 | ?
CCC1CCCCN1C(=O)CSc1nnc(-c2cccs2)n1N (stereo not drawn) | 5%
O=C(O)C1COCCO1 (stereo not drawn) | ?
COCc1ccc(CN2CCC(Oc3ccc(C(=O)NC4CCCC4)cc3Cl)CC2)o1 | 36%
C/C=C/CSc1nc2c(c(=O)n(C)c(=O)n2C)n1Cc1ccc(Cl)cc1 | -23%
CCNc1c(NS(=O)(=O)c2ccc(F)cc2F)c(=O)oc2ccccc12 | -29%
N#Cc1nc(-c2ccc(S(=O)(=O)N3CCOCC3)cc2)oc1N1CCN(Cc2ccccc2)CC1 | -9%
CC(=O)c1ccccc1NC(=O)CSc1nc(C2CC2)n(-c2ccccc2)n1 | -12%
COc1ccc(-c2noc(-c3cccc(OCC(=O)N4CCN(c5ccccc5)CC4)c3)n2)cc1 | -12%
COC(/C=C(\C)CCC=C(C)C)OC | 11%[176 µM]
CCc1cccc2c(C(CC(=O)NC(C)CC)c3ccc(OC)c(OC)c3)c[nH]c12 (stereo not drawn) | 0%
Oc1ccc(-c2nc(C3CC3)nc3c2CCN(Cc2cccnc2)CC3)cc1 | 14%
COC(=O)C1=C(C)N=C2SC=C(CC(=O)NCc3cccc(F)c3)N2C1c1cccc(OC)c1 (stereo not drawn) | 69%[activator]
COc1ccc(C(=O)N2CC(c3nnc(C(C)C)o3)C3(CCOCC3)C2)cc1OC (stereo not drawn) | 30%[activator]
COC(=O)CNC(=O)c1ccc(C)cc1 | ?
CC(=O)N[C@H]1CO[C@H]2[C@@H]1OC[C@H]2OCC(N)=O | 4%[176 µM]

In the list so far, 6 contain an aryl thioether with sulfur outside any ring:
SMILES | 12-LOX inh
O=C(CSc1nncn1-c1ccccc1)Nc1cccc(S(=O)(=O)N2CCCC2)c1 | 3%
O=C(O)c1cccnc1Sc1ccccc1F | 4%
CSc1ccc(CNC(=O)c2cccc(-c3ccc(S(=O)(=O)N4CCCCC4)cc3)c2)cc1 | ?
CCC1CCCCN1C(=O)CSc1nnc(-c2cccs2)n1N (stereo not drawn) | 5%
C/C=C/CSc1nc2c(c(=O)n(C)c(=O)n2C)n1Cc1ccc(Cl)cc1 | -23%
CC(=O)c1ccccc1NC(=O)CSc1nc(C2CC2)n(-c2ccccc2)n1 | -12%

Next entries.
SMILES | 12-LOX inh
CN(C)CC(C)(O)c1ccc2c(c1)CN(Cc1cccn1-c1cccnc1)CCO2 (stereo not drawn) | 5%
Cc1cccc(C(=O)NC2CCN(c3cc(-c4ccccc4)[nH]n3)CC2)c1 | 51%[activator]
O=C1CCSc2c1cccc2C(=O)NCc1ccccc1Cl | -4%
OCCc1cc(CC2(NCc3ccc(CO)o3)COC2)no1 | 16%[176 µM]
CC[C@H]1CN(C(=O)C(C)(C)C)CC[C@H]1CC(=O)N1CCC(C(=O)OC)CC1 | 9%[176 µM]
CN1C(=O)CCCCC1C(=O)NCC1CCCCC1 (stereo not drawn) | 9%
O=C(c1ccc2c(c1)OCO2)N1CC2(C1)C(=O)Nc1ccccc12 | 2%[6.33 µM]
Cc1ccc(C)c(NC(=O)Cn2c(-c3ccccc3)nc(C)cc2=O)c1 | 21%
CCC(C(=O)Nc1sc2c(c1C#N)CCCC2)n1cnc2c1c(=O)n(C)c(=O)n2C (stereo not drawn) | -23%
CCn1nc(C(=O)Nc2ccc(C)c(S(=O)(=O)N(C)C)c2)c2ccccc2c1=O | ?
C#CCNC(=O)[C@@H]1CCCN1[C@@H](C(=O)NC)c1ccccc1F | ?
CCC(C)NC(=O)/C(=C/c1ccccc1Cl)c1ccccc1 (stereo not drawn) | 6%
CC(C)NC(=O)C1CN(c2ccccc2)C(=O)N1 (stereo not drawn) | 15%[176 µM]
Cc1cc(C(=O)N2CCC3(CC2)CC(CC(=O)NCc2ccccc2)CCO3)n[nH]1 (stereo not drawn) | 26%
CCc1ccccc1NC(=O)c1nc2ccccc2nc1N1CCCC1 | 1%
COc1ccc(-c2ccccc2NC(=O)C2CCCN2C(=O)CC(C)(C)C)cc1 (stereo not drawn) | 14%
Cc1csc(NC(=O)C2c3ccccc3C(=O)N(Cc3ccccc3)C23CCCC3)n1 (stereo not drawn) | 17%

Copied from the list:
For 12-LOX inh, `CC[C@H]1CN(C(=O)C(C)(C)C)CC[C@H]1CC(=O)N1CCC(C(=O)OC)CC1` has the entry 9%[176 µM]
For 12-LOX inh, `OCCc1cc(CC2(NCc3ccc(CO)o3)COC2)no1` has the entry 16%[176 µM]
For 12-LOX inh, `CC(C)NC(=O)C1CN(c2ccccc2)C(=O)N1` (stereo not drawn) has the entry 15%[176 µM]
For 12-LOX inh, `CCc1ccccc1NC(=O)c1nc2ccccc2nc1N1CCCC1` has the entry 1%
For 12-LOX inh, `O=C1CCSc2c1cccc2C(=O)NCc1ccccc1Cl` has the entry -4%
For 12-LOX inh, `CN1C(=O)CCCCC1C(=O)NCC1CCCCC1` (stereo not drawn) has the entry 9%
For 12-LOX inh, `Cc1cc(C(=O)N2CCC3(CC2)CC(CC(=O)NCc2ccccc2)CCO3)n[nH]1` (stereo not drawn) has the entry 26%
